Source: PubChem BioAssay (The Scripps Research Institute Molecular Screening Center)
MITF primary = human MITF inhibition, primary screen. 0.91% of 650,000 active. inhibition, % at 2.6 µM. AlphaScreen MITF homodimerization, bead proximity signal; in the data active = inhibition above about 50%;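 also: 0% = vehicle wells with protein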
TEAD-YAP block = TEAD-YAP interaction inhibition | AID 1259422 | HEK-TIYL cells, TEAD-Gal4/YAP UAS-luciferase luminescence | inhibition, % at 9.12 µM | 1.4% of 640,000 active; in the data active = inhibition above about 32%;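 also: 0% = median of test compound wells and 100% = reference inhibitor wells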
FBW7 activator = human FBW7 E3 ligase activation, primary screen | Q969H0 | AlphaScreen FBW7–phospho-cyclin E peptide binding, activator screen | normalized activity (activation), % at 26.1 µM | 0.13% of 650,000 active; in the data active = normalized activity above about 1.9%;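 also: purified mutant Fbw7 with reduced substrate affinity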
Target sequence (Q969H0 whole entry, looked up): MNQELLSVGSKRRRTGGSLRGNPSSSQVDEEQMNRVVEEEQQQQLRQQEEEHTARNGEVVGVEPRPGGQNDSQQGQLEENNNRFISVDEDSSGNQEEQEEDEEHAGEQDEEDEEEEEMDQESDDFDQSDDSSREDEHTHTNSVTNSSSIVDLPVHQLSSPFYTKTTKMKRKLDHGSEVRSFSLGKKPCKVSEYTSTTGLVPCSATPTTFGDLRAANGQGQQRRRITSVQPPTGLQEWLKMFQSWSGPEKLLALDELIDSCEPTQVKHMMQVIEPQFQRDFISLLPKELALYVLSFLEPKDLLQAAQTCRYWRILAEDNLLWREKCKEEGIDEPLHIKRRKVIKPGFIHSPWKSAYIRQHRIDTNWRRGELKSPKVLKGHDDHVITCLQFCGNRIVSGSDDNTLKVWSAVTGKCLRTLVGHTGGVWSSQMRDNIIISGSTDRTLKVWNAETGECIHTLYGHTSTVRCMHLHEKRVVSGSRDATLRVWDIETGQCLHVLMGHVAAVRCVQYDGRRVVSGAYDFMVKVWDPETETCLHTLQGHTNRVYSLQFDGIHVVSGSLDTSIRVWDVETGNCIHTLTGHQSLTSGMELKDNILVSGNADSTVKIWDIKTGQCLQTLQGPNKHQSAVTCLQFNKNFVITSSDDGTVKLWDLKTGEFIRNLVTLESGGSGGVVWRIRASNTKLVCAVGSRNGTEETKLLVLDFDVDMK
GPR151 ag = human GPR151 activation. Q8TDV0. PathHunter beta-arrestin GPR151 cells, luminescence. activation, % at 11.2 µM. 1% of 650,000 active; in the data active = activation above about 4.9%;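 also: 0% = median of compound wells and 100% = cells with positive control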
The depositor's hits bear a star.

Start of the data: the first 5 entries, to show the layout:
SMILES	MITF primary	TEAD-YAP block	FBW7 activator	GPR151 ag
CC(C)C(OC(=O)CN1C(=O)COc2ccccc21)C(=O)NC1CCCCC1 (stereo unspecified)	12.7	-3.2	0.0	-1.2
CCCc1[nH]nc2c1C(c1cc(OC)ccc1OC)C(C#N)=C(N)O2 (stereo unspecified)	4.9	-3.5	-0.1	-0.9
O=C(NNC1CC(=O)N(c2ccc(Br)cc2)C1=O)c1ccccn1 (stereo unspecified)	11.2	-43.8	-1.3	0.5
CCCN1C(=O)/C(=c2\sc3n(c2=O)C(c2cccs2)C(C(=O)OCC)=C(C)N=3)c2ccccc21 (stereo unspecified)	12.6	9.6	0.1	-0.5
CC(=O)C12c3ccccc3C(c3ccccc31)C1C(=O)N(c3ccccc3Cl)C(=O)C12 (stereo unspecified)	7.7	5.6	0.1	1.3

The list itself, from the start:
SMILES	MITF primary	TEAD-YAP block	FBW7 activator	GPR151 ag
CC(C)C(OC(=O)CN1C(=O)COc2ccccc21)C(=O)NC1CCCCC1 (stereo unspecified)	12.7	-3.2	0.0	-1.2
CCCc1[nH]nc2c1C(c1cc(OC)ccc1OC)C(C#N)=C(N)O2 (stereo unspecified)	4.9	-3.5	-0.1	-0.9
O=C(NNC1CC(=O)N(c2ccc(Br)cc2)C1=O)c1ccccn1 (stereo unspecified)	11.2	-43.8	-1.3	0.5
CCCN1C(=O)/C(=c2\sc3n(c2=O)C(c2cccs2)C(C(=O)OCC)=C(C)N=3)c2ccccc21 (stereo unspecified)	12.6	9.6	0.1	-0.5
CC(=O)C12c3ccccc3C(c3ccccc31)C1C(=O)N(c3ccccc3Cl)C(=O)C12 (stereo unspecified)	7.7	5.6	0.1	1.3
CCSCCOC(=O)C1=C(C)NC2=C(C(=O)CC(c3cccs3)C2)C1c1ccc2c(c1)OCO2 (stereo unspecified)	-4.0	-0.3	0.1	0.0
CCCCCOC(=O)C1=C(C)N(C)C(=O)NC1c1cc(Br)c(O)c(OC)c1 (stereo unspecified)	9.5	-7.9	-0.1	0.1
Cc1c(C(=O)N2CCN(c3ccc(F)cc3)CC2)sc2ncn(CC(=O)N3CCOCC3)c(=O)c12	18.7	12.9	0.7	-0.3
C=CCc1ccc(OCCNC(C)CC)c(OC)c1 (stereo unspecified)	13.8	-1.1	-0.2	0.9
Cc1cc(Nc2ccccc2F)nc2cccc(O)c12	1.7	43.0*	-0.1	1.9
COc1ccc(CCC(=O)Nc2ccc(Cl)cn2)cc1	-18.2	-18.0	0.1	1.3
Cn1c(=O)oc2cc(S(=O)(=O)N3CCC(C(=O)Nc4nccs4)CC3)ccc21	0.9	-8.1	0.1	-0.5
Cc1cc(C)nc(N=C2Nc3cccc4cccc(c34)N2)n1	8.5	0.8	-0.3	0.1
O=S(=O)(c1ccc2ccccc2c1)N1CCN(Cc2ccccc2)CC1	20.9	3.9	-0.1	2.0
O=C(Nc1ccc(Br)cc1)c1ccc(N2C(=O)C3CC=CCC3C2=O)cc1 (stereo unspecified)	-2.9	-25.5	-0.2	-1.4
C/C(N)=C(/C#N)C(=O)CSc1nc2scc(-c3ccc(F)cc3)c2c(=O)n1C	11.3	1.8	-0.1	0.1
CCN1C(=O)S/C(=C\c2cccc(OC)c2O)C1=O	2.9	6.9	0.3	3.1
Cc1ncc(-c2ccncc2)c(C2CCCN(C(=O)c3cc(C)[nH]c3C)C2)n1 (stereo unspecified)	16.5	0.7	0.2	0.3
COc1ccc(-c2nc(CSCC(=O)NCCN3CCCC3)c(C)o2)cc1	8.0	9.2	-0.2	0.1
O=C(Nc1ccc(F)c(Cl)c1)/C(=C/c1ccccc1)NC(=O)c1ccccc1	-5.7	-2.1	-0.1	0.0
CCN1CCN(C(c2cccs2)C(C)NC(=O)c2ccc(C)cc2)CC1 (stereo unspecified)	-1.9	5.2	-0.1	-2.0
Cc1ccc(N(C(C)C(=O)Nc2cccc(C(F)(F)F)c2)S(C)(=O)=O)cc1C (stereo unspecified)	3.1	-1.3	0.0	1.4
COC(=O)c1c(NC(C)=O)sc(Cc2ccccc2)c1C	7.6	-0.4	-0.1	0.1
COc1cc(C2C3=C(CCCC3=O)Nc3nc(SCc4ccccc4F)nn32)cc(OC)c1OC (stereo unspecified)	-1.5	-0.5	-0.1	-0.3
CCOC(=O)C1=C(C)NC2=C(C(=O)C(C(=O)OCC)C(c3ccc(OC)cc3)C2)C1c1ccc(Cl)cc1 (stereo unspecified)	14.8	3.4	0.3	0.7
Cn1c(SCC(=O)Nc2ccccc2)nnc1-c1cccnc1	6.8	-0.8	0.0	1.7
O=C(NCCc1c[nH]c2ccccc12)c1cc2ccccn2n1	-7.0	-48.5	-0.5	-0.4
CN1C(=O)SC(Nc2ccccc2C(=O)O)C1=O (stereo unspecified)	-7.0	5.7	0.0	-0.6
CCn1nnc(NC(=O)Cc2ccc(Cl)cc2)n1	2.9	0.4	0.1	-0.9
NC(C(=O)N1CCN(c2ccc3cnccc3c2)CC1)c1ccc(-c2ccccc2)cc1 (stereo unspecified)	11.9	-4.0	0.1	7.5*
O=C(CCCn1sc2ccccc2c1=O)NC1CCCC1	-0.5	-6.8	-0.3	-1.1
COc1ccc(COCC(O)CNCC2CC2(Cl)Cl)cc1 (stereo unspecified)	47.6	-7.2	0.1	-1.5
CCOC(=O)c1cn(CC(=O)Nc2c(C)cccc2C)nn1	7.9	-3.8	0.2	0.1
CC(C)(C)CNC(=O)c1cnc2scc(-c3ccccc3Cl)n2c1=O	10.8	0.7	0.3	0.8
CC(=O)c1ccc(N2CCN(C(=S)NCc3ccco3)CC2)cc1	-0.7	-2.7	0.3	-1.1
COc1ccccc1NC(=O)C1c2cc(OC)c(OC)cc2C(=O)N(C)C1c1ccc(OC)c(OC)c1 (stereo unspecified)	13.9	2.1	0.2	2.7
CCN(CCCNC(=O)C1CC2CCCN2C12C(=O)Nc1ccccc12)c1cccc(C)c1 (stereo unspecified)	9.6	14.7	-0.1	0.5
CSc1ncc(CN2CCCC(C(=O)Nc3ccc(-c4ccco4)cc3)C2)cn1 (stereo unspecified)	10.6	2.8	0.0	-0.9
CSCCNC(=O)c1c(C)nc2ccc(C)cn12	11.4	1.9	0.2	0.6
S=c1[nH]nc(COc2ccccc2)n1-c1ccccc1	2.5	-8.2	0.0	1.0

Fetched by structure from the entries so far:
SMILES	MITF primary	TEAD-YAP block	FBW7 activator	GPR151 ag
CN1C(=O)SC(Nc2ccccc2C(=O)O)C1=O (stereo unspecified)	-7.0	5.7	0.0	-0.6
Cn1c(SCC(=O)Nc2ccccc2)nnc1-c1cccnc1	6.8	-0.8	0.0	1.7
S=c1[nH]nc(COc2ccccc2)n1-c1ccccc1	2.5	-8.2	0.0	1.0
CC(=O)c1ccc(N2CCN(C(=S)NCc3ccco3)CC2)cc1	-0.7	-2.7	0.3	-1.1
CSCCNC(=O)c1c(C)nc2ccc(C)cn12	11.4	1.9	0.2	0.6

More structures follow:
SMILES	MITF primary	TEAD-YAP block	FBW7 activator	GPR151 ag
Cc1cccc(N2C(=O)CC(N3CCN(Cc4ccccc4)CC3)C2=O)c1 (stereo unspecified)	3.0	-2.4	-0.1	-0.7
COc1ccc(C2=NN(C(=O)CSc3nnc(CNC(=O)c4cccs4)n3-c3ccccc3OC)C(c3ccc(OC)cc3)C2)cc1 (stereo unspecified)	12.8	-10.3	0.3	0.1
COc1ccc(-n2c(=O)[nH]c3nc(-c4ccco4)cnc32)cc1	1.6	2.0	0.2	0.0
COc1ccccc1-n1c(=S)sc2c(=O)n(-c3ccccc3)c(SCC(=O)Nc3nccs3)nc21	6.1	2.5	0.0	1.2
CC1CCN(C(C(=O)NC2CCCCC2)c2cc3c(cc2[N+](=O)[O-])OCO3)CC1 (stereo unspecified)	-2.6	-5.3	-0.3	0.1
COc1ccc(/C=C(/NC(=O)c2ccccc2)C(=O)NC(C)C)cc1	9.4	0.7	-0.1	1.1
COc1cc(/C=C2/C(=N)N3N=C(C(C)C)SC3=NC2=O)ccc1OCCOc1ccccc1Cl	-3.6	-3.7	-0.6	-0.1
COc1ccc(-c2nc3s/c(=C\c4cccc(OC)c4OC)c(=O)n3n2)cc1	-1.6	-3.5	0.6	-0.1
Cc1cc(C(F)(F)F)nc(SCC(=O)Nc2cc(C)on2)n1	2.1	4.7	0.0	0.1
CCOC(=O)c1sc(NC(=O)CCn2nnc3ccccc32)c(C(=O)OCC)c1C	-4.9	2.6	-0.2	-0.9
CC(=O)c1cccc(NC(=O)COc2ccc(Br)cc2C(C)(C)C)c1	-1.3	5.7	-0.1	1.6
O=C(Cc1ccc(Cl)cc1)Nc1cccc(-c2ccc(N3CCOCC3)nn2)c1	8.9	-34.3	0.1	0.4
COC(=O)c1ccc(NCC(=O)c2ccccc2)cc1	7.5	-55.4	-0.1	-1.6
N=C1/C(=C\c2ccc(OCc3ccc([N+](=O)[O-])cc3)cc2)C(=O)N=C2SC=NN12	11.9	-21.2	0.2	-0.9
O=C(CSc1nc2ccsc2c(=O)n1Cc1ccccc1)c1ccc(Cl)cc1	16.1	5.2	0.9	-0.5
COCCNCCC1CCC(=O)N1CC1COc2ccccc2O1 (stereo unspecified)	12.5	7.5	0.0	-0.6
COc1cc(OC)c(OC)cc1CCC(=O)NCc1ccccc1	8.9	-3.1	0.7	-1.6
COc1ccccc1C(=O)OCCN(C1=NS(=O)(=O)c2ccccc21)c1cccc(C)c1	-10.9	-17.7	-0.2	1.7
CCCN(CCC)S(=O)(=O)c1ccc(NC(=O)c2ccc(C)cc2)cc1	3.6	3.5	-0.1	-0.1
Cc1cc(C)nc(-n2nc(C(C)(C)C)cc2OCC(=O)NC2CCCCC2)n1	-6.5	2.6	0.0	-1.1
CC(C)CN1CCNC(=O)C1CC(=O)N1CCCCO1 (stereo unspecified)	10.7	8.4	0.1	0.2
CC(=O)Nc1ccc(S(=O)(=O)Nc2ccc3c(c2)OC2(CCCCC2)O3)cc1	9.0	11.2	-0.1	1.2
O=C(Nc1ccc(-c2nc3ccccc3o2)c(O)c1)c1ccccc1I	9.8	-59.8	0.2	1.6
CCCc1ccc(-c2c(C)sc(N)c2C(=O)OC)cc1	1.8	-1.6	0.6	-0.8
COc1ccc(Cl)cc1NC(=O)CSc1nc2sccc2c(=O)[nH]1	8.6	2.2	0.8	1.2
COCCOC(=O)c1nnn(-c2nonc2N)c1C	-89.2	6.2	0.7	-0.6
O=C(CN1CCCCC1)NNc1nc(-c2ccncc2)c2cc(Cl)ccc2n1	-3.8	-3.9	1.0	-1.4
CCn1c(/C(C#N)=C/c2ccc([N+](=O)[O-])cc2)nc2ccccc21	-9.3	17.4	-0.2	-1.2
Cc1[nH]cnc1CN1C[C@H](Sc2ccc(F)cc2)C[C@H]1C(=O)NC1CC1	-1.9	1.9	0.0	0.1
C[N+]1=C2C=CC=CC=C2OC12C([N+](=O)[O-])=CC(=[N+]([O-])[O-])c1ccccc12 (stereo unspecified)	7.4	14.1	-0.4	1.5
C1=CCC(CNCc2ccc3c(c2)OCO3)CC1 (stereo unspecified)	-3.5	2.5	-0.3	-0.3
CS(=O)(=O)N1CCc2cc(-c3csc(NCC4CCCO4)n3)ccc21 (stereo unspecified)	5.7	4.3	0.0	-0.1
Cc1cc(C)nc(-n2nc(C)c(C(O)(CC(=O)C(F)(F)F)C(F)(F)F)c2N)n1 (stereo unspecified)	-0.1	-7.6	-0.1	10.9*
Cc1ccc(NC(=O)NC2CCCCC2)cc1Cl	13.0	-51.7	0.6	0.3
COc1ccccc1C1C(C(=O)OC2CCCC2)=C(C)NC2=C1C(=O)CCC2 (stereo unspecified)	3.5	12.1	0.2	-0.8
O=C(/C=C/c1cccc(Oc2ccccc2)c1)N1CCOCC1	10.8	-54.5	-0.1	-1.7
CCc1cc2c(NC(Cc3ccccc3)C(=O)O)nc(C)nc2s1 (stereo unspecified)	8.4	14.2	0.0	-1.7
C=CCSc1nnc(NC(=O)Cc2coc3ccc(C)cc23)s1	-1.1	6.8	-0.1	2.3
COc1ccc(C(=O)N(C(C)C)C(C)C)c(OC)c1	5.4	-11.8	0.0	0.0
NC(CCc1nc2ccccc2[nH]1)C(=O)O (stereo unspecified)	1.1	0.1	-0.1	0.2
COc1ccc(/C=N/NC(=O)c2ccccc2[N+](=O)[O-])cc1	-21.3	-6.0	0.1	0.0
CC(C)C(=O)NC(NC(=O)C(C)C)c1ccc([N+](=O)[O-])cc1	20.6	-7.4	0.2	2.1
COc1cccc(C(=O)Nc2nnc(-c3cccc(C)c3)s2)c1OC	1.5	-11.6	0.0	0.8
CN(C)CCNCCOCCOc1ccccc1-c1ccccc1	0.0	4.6	0.3	-1.2
CCOc1ccc(NC(=O)COC(=O)c2ccc(-n3nnnc3SCC(=O)N3CCOCC3)cc2)cc1	20.0	15.2	0.2	-1.0
O=C1/C(=C\c2ccccc2Br)SC(=S)N1CCS(=O)(=O)O	-1.1	4.3	-0.1	-2.5
Cc1cc(Br)ccc1OCC(=O)Nc1ccc(F)cc1	-4.3	-65.0	-0.2	0.7
COc1ccc(CNS(=O)(=O)c2ccc(-c3ccc(S(=O)(=O)NCc4ccc(OC)cc4)cc3)cc2)cc1	4.3	9.2	0.6	-1.1
CN(CCC#N)C(=O)COC(=O)c1ccc(NC(N)=O)cc1	16.6	-21.0	0.6	-0.2
CCS(=O)(=O)c1ccc2oc(=O)c(/C=C(\O)c3ccc([N+](=O)[O-])cc3)nc2c1	-1.3	1.4	0.0	0.8
CC(=O)NC1(c2cccc(F)c2)CCN(C(=O)Nc2ccc(C#N)cc2)CC1	0.4	7.0	0.0	-0.5
